# Screens deposited in PubChem by several laboratories.
# sdo1 growth = restores growth of sdo1-depleted yeast; S. cerevisiae sdo1-depleted JHY4D growth rescue, OD600 30 h; stronger effect = higher value; pdr5 snq2 efflux-pump mutant strain; z-score at 10 µM; actives 0.21% (n = 140,000);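 active = z-score above 3 at both the 24 hr and the 30 hr optical density reads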;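 also: z-score against mean and SD of all compound wells on the same plate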
# Insulin prom inh = TRM-6 insulin promoter activity inhibition; TRM-6 cells (human fetal islet line), insulin promoter-eGFP reporter, imaging; reporter expression induced with tamoxifen; inhibition, % at 2 µM; actives 0.9% (n = 130,000);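 active = inhibition above the mean plus 3 SD, with well images judged a real hit on visual review, cut at about 60% in these data, passing the limit was not always enough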
# sdo1 growth Rescue 24 h = recorded beside sdo1 growth, whose call it bears; z-score; S. cerevisiae sdo1-depleted JHY4D growth rescue, OD600; measured here: growth rescue at 24 h;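 0 is the plate mean of compound wells and units are plate SD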
# * = called active by the depositor; i = inactive; / = no result given; & = joins results of further samples. The order is random; any-hit rate near 0.99%.
sdo1 growth	sdo1 growth Rescue 24 h	smiles	Insulin prom inh
-1	0.2	COc1cc(OC)cc(C(=O)OCC(=O)Nc2ccc(N3CCCCC3)cc2)c1	-55
0.44	0.17	CN(C)c1ccc(C2SCCN2C(=O)c2ccc([N+](=O)[O-])cc2)cc1 (stereo unspecified)	/
0.74&1.3	-0.11&1	NC(=O)C1CCN(C(=O)CSCc2ccccc2Cl)CC1	-114
0.94	0.39	COc1cc2c(OC)cccc2cc1C(=O)O	57
/	/	COCCNC(=S)NNc1ccccc1[N+](=O)[O-]	43
/	/	CC1CN(c2ccc([N+](=O)[O-])nc2)CC(C)O1 (stereo unspecified)	42
0.16	-0.83	COc1ccc(C(C#N)Nc2ccccc2)cc1 (stereo unspecified)	22
/	/	Fc1cccc(Cl)c1CSc1ccc(-c2ccco2)nn1	58
0.25	-0.52	CC(CC1CC(C)(C)OC1=O)C(=O)Nc1nncs1 (stereo unspecified)	-34
-0.35	0.35	Cc1cc(C)n(-c2nc(C)nc3c2cnn3-c2ccccc2)n1	/
0.7	0.73	O=C(O)c1cnn2c(C(F)F)cc(C3CC3)nc12	-3
1.8	2	Cc1ccc(CC2C(=O)N(c3ncccn3)C(=O)C2C)cc1 (stereo unspecified)	/
/	/	Cc1ccccc1C1NC(=S)NC2=C1C(=O)CCC2 (stereo unspecified)	-58
-0.03	0.05	Cc1cc(NC(=O)c2cc(Cl)ccc2Cl)no1	/
0.9	0.95	COc1ccccc1-n1c(SCC(=O)Nc2nnc(C)s2)nc2c(c1=O)SCC2	-30
0.91	0.27	NC(=O)/C(=C\c1ccccc1)NC(=O)/C=C/c1ccccc1	9
0.32	0.39	O=C(O)C1CC(=O)N(c2ccc3c(c2)OCCO3)C1 (stereo unspecified)	17
/	/	Cc1ccc(Cl)cc1NC(=S)N(CCN(C)C)C(C)c1ccccn1 (stereo unspecified)	-50
0.45	0.28	COCCn1c(SCC(=O)Nc2ccc(N3CCOCC3)cc2)nc2ccccc21	/
0.13	-0.4	CCOC(=O)C1CCCN(CCC(=O)Nc2ccc(C)cc2)C1 (stereo unspecified)	i
0.82	1.5	O=C(Cc1ccc(Cl)cc1)Nc1ccc(-c2nnc(-c3ccco3)o2)cc1	/
0.16	2.4	COc1cccc(OCc2cc(/C=N/NC(=O)c3ccn[nH]3)ccc2OC)c1	/
-0.53	-0.35	Cc1ccc2c(c1)C=CC(C)N2C(=O)c1ccccc1 (stereo unspecified)	-27
/	/	COc1cccc(/C=C/C(=O)c2cccc([N+](=O)[O-])c2)c1	-53
0.11	-0.47	CCN(CC)CCCn1c(=S)[nH]c2ncccc2c1=O	42
1.1	0.87	Cc1ccc(S(=O)(=O)N2CCOCC2)cc1NC(=O)COC(=O)C1COc2ccccc2O1 (stereo unspecified)	-60
-0.52	-1	Cc1cc(=O)[nH]c(SCCOc2cccc(C(F)(F)F)c2)n1	-214
0.73	0.87	COc1ccc2nc(C)cc(Nc3ccc(N4CCOCC4)cc3)c2c1	-9
0.11	-0.6	O=C(c1ccc2c(c1)OCO2)N1CCN(c2ccc(F)cc2)CC1	/
0.78	0.76	CN(C)S(=O)(=O)c1cccc(CSc2cccc[n+]2[O-])c1	/
/	/	O=C(CCC(=O)Nc1ccc(F)cc1)N/N=C/c1ccc(O)cc1O	-29
-0.49	-0.49	CCOC(=O)C(C)On1c(-c2ccccc2)nc2ccc([N+](=O)[O-])cc21 (stereo unspecified)	29
-0.4	0.14	O=C(COC(=O)CCCN1C(=O)c2cccc3cccc(c23)C1=O)Nc1cccc(Br)c1	-7
0.94	1.2	O=C(OCCN1C(=O)c2ccccc2C1=O)c1ccco1	59
0.4	0.2	Cc1ncsc1C(=O)Nc1nc2c(s1)CCCC2	/
/	/	CCOc1ccc(CN2CCN(Cc3cc4ccccc4[nH]3)CC2CCO)cc1 (stereo unspecified)	-38
-0.29	-0.82	N#Cc1cc(C(=O)c2cc(Cl)ccc2O)cn(CC2CCCO2)c1=O (stereo unspecified)	/
1.1	0.67	CN1CCC(=NNC(=O)c2cn(-c3ccccc3)nc2-c2ccccc2)CC1	-33
-0.49	0.42	COC(=O)c1ccc(C(=O)Nc2cc(Cl)ccc2Cl)cc1NC(=O)c1ccccc1C	-43
0.69	0.88	Cc1cc(C)n(/N=C/c2ccccc2)c(=O)c1C#N	50
0.22	-1.4	CC1(C)CC(=O)C(C2(O)C(=O)N(Cc3ccccc3)c3ccccc32)CO1 (stereo unspecified)	57
-1.6	-1.1	Cc1ccc2nc(NC(=O)CCNS(=O)(=O)c3ccc(Br)s3)sc2c1	/
1.3	1.9	CCCS(=O)(=O)N1CCCC(C(=O)NCCCN2CCCC2=O)C1 (stereo unspecified)	/
/	/	Cc1c(NC(=O)COC(=O)CCC(=O)c2ccc(Cl)cc2)c(=O)n(-c2ccccc2)n1C	-8
0.56	0.58	CC(C)CCOCc1nc2sc3c(c2c(=O)[nH]1)CCC(C)C3 (stereo unspecified)	22
-0.29	0.03	CCCCNC(=O)c1cc2n(n1)C(C(F)(F)F)CC(c1ccccc1)N2 (stereo unspecified)	/
/	/	COC(=O)c1ccccc1NC(=O)Nc1ccc(Br)cn1	30
1.4	1.4	CCOC(=O)C1=C(c2ccccc2)NC(=S)NC1C (stereo unspecified)	/
-0.88	-0.67	N#C/C(=C/c1ccc(N2CCCCC2)o1)c1cccc(F)c1	-13
-1.6	-0.62	CCOC(=O)c1c(-c2ccccc2)csc1NC(=O)CSc1nnnn1C	/

# New compounds follow
sdo1 growth	sdo1 growth Rescue 24 h	smiles	Insulin prom inh
-0.26	-0.81	Cc1cc(C)n(CC(O)Cn2ccc3ccccc32)n1 (stereo unspecified)	23
0.71	0.75	S=C(NCc1cccnc1)Nc1cccc2ccccc12	-8
-0.23	-0.61	CC(=O)Nc1nnc(-c2ccc3c(c2)CCCC3)o1	/
2	2.2	CCOc1ccc(-n2c(Cc3cc(=O)[nH]c(=O)[nH]3)nnc2SC(C)C(=O)OC)cc1 (stereo unspecified)	/
-0.65	1.7	O=c1c2cnn(-c3ccc(F)cc3)c2ncn1Cc1ccc(F)cc1	38
-1.2	-0.81	Cc1nc([N+](=O)[O-])c(Br)n1CC(=O)c1ccc2ccccc2c1	52
0	-0.92	O=C(CCn1c(=O)oc2ccccc21)n1c(=O)oc2ccccc21	21
-0.04	-0.97	O=C(CN1CCN(c2ccc(F)cc2)CC1)NCC1CCCO1 (stereo unspecified)	/
0.28	1.1	Cc1ccc(NC(=O)CC2Oc3ccccc3NC2=O)c(C)c1 (stereo unspecified)	/
/	/	COc1cc(Nc2c3c(nc4ccccc24)CCCC3)cc(OC)c1OC	47

# Compound profiles, as listed above. Screens in order: sdo1 growth	sdo1 growth Rescue 24 h	Insulin prom inh
# `CCOc1ccc(-n2c(Cc3cc(=O)[nH]c(=O)[nH]3)nnc2SC(C)C(=O)OC)cc1` (stereo unspecified) reads 2	2.2	/
# `O=C(CCC(=O)Nc1ccc(F)cc1)N/N=C/c1ccc(O)cc1O` reads /	/	-29
# `CC(=O)Nc1nnc(-c2ccc3c(c2)CCCC3)o1` reads -0.23	-0.61	/
# `Cc1cc(=O)[nH]c(SCCOc2cccc(C(F)(F)F)c2)n1` reads -0.52	-1	-214

# The listing continues.
sdo1 growth	sdo1 growth Rescue 24 h	smiles	Insulin prom inh
0.19	-0.58	Cc1cccc(Cn2c(C(C)(C)C)cc3cccnc32)c1	/
0.76	0.15	CCOC(=O)C1CCN(C(=O)Cc2cccs2)CC1	-7
-0.69	-0.24	COc1cc(C(=O)Nc2ccc(-c3nnc(-c4ccco4)o3)cc2)cc(OC)c1OC	-8
/	/	O=c1c2ccccc2c(C=NCc2ccccn2)c(O)n1-c1ccccc1Cl	-50
0.74	0.02	CCCn1c(N)c(C(=O)CSc2nnnn2-c2ccc(O)cc2)c(=O)n(C)c1=O	/
-0.59	-0.44	O=C1CC(SC(=NCc2ccc3c(c2)OCO3)Nc2ccccc2)C(=O)N1 (stereo unspecified)	-21
0.39	0.37	CCC(c1nc2ccccc2c(=O)n1CCCn1ccnc1)N1C(=O)c2ccccc2C1=O (stereo unspecified)	22
0.17	0.45	Cc1ccc(S(=O)(=O)c2cc3cc(Br)ccc3oc2=O)cc1	-22
0.43	0.22	CC(=O)c1c(C)nc2ccc(Cl)cn12	23
0.19	-0.33	Cc1cccc(-n2c(N)c(C(=O)N3CCN(C)CC3)sc2=S)c1	-42

# Of the compounds above, these have a thiophene ring, fused or not.
sdo1 growth	sdo1 growth Rescue 24 h	smiles	Insulin prom inh
-1.6	-1.1	Cc1ccc2nc(NC(=O)CCNS(=O)(=O)c3ccc(Br)s3)sc2c1	/
0.56	0.58	CC(C)CCOCc1nc2sc3c(c2c(=O)[nH]1)CCC(C)C3 (stereo unspecified)	22
-1.6	-0.62	CCOC(=O)c1c(-c2ccccc2)csc1NC(=O)CSc1nnnn1C	/
0.76	0.15	CCOC(=O)C1CCN(C(=O)Cc2cccs2)CC1	-7

# Continuation.
sdo1 growth	sdo1 growth Rescue 24 h	smiles	Insulin prom inh
-1.8	0.11	COc1cc(/C=N/NC(N)=S)ccc1OCc1ccc(C)cc1	-18
-0.92	-0.32	O=C(Nc1nc(-c2ccccc2)cs1)c1cccc([N+](=O)[O-])c1	28
/	/	COc1ccc(Cl)cc1-c1nc(SCC(=O)N(C)CCC#N)n[nH]1	14
/	/	COc1cc(OC)cc(C(=O)Nc2cc(-c3cn4cccnc4n3)ccc2C)c1	0
0.2	-0.15	CN(C)S(=O)(=O)c1ccc(/C(O)=C2/C(=O)C(=O)N(Cc3cccnc3)C2c2ccncc2)cc1 (stereo unspecified)	/
-1.1	-0.51	CC(C)n1cc(/C=C(\C#N)S(=O)(=O)c2ccccc2)c2ccccc21	-9
1	0.45	O=C(O)CCCC(=O)Nc1ccc(Br)cc1	54
0.88	1.3	COC(=O)c1sccc1N/N=C(\C)c1ccc(F)c(Cl)c1	-10
0.89	0.99	CCOc1ccc(CCNC(=O)CSc2cc(=O)n(C)c3ccccc23)cc1OCC	/
0.83	0.8	CCCC(=O)Nc1nnc(CCN2CCCCC2)s1	-8
-0.96	-0.43	O=C(Nc1cccc2c1CCCC2)c1cc([N+](=O)[O-])cc([N+](=O)[O-])c1	7
-0.24	-0.65	Cc1ccc(C)c(NC(=O)c2nnn(Cc3ccccc3)c2N)c1	/
/	/	O=C(N/N=C/c1ccc(Cl)cc1)C(=O)N1CCCCCC1	33
1.2	0.11	CCOC(=O)c1[nH]c2ccc(OC)cc2c1NC(=O)CN1CCC2(CC1)OCCO2	-31
1.4	-0.02	O=c1c(C(c2ccc(O)cc2)c2c(O)nc3n(c2=O)CCS3)c(O)nc2n1CCS2	5
0.24	0.23	COc1cccc(NC(=O)COc2ccccc2C(N)=O)c1	62
0.16	-0.67	Cc1ccc(C(=O)Cn2c(N3CCOCC3)nc3c2c(=O)n(C)c(=O)n3C)cc1	7
-0.2	-1.5	COc1cccc(C2c3c(oc4ccccc4c3=O)C(=O)N2CCCN(C)C)c1OC (stereo unspecified)	-36
-1.6	-1.6	CCN(CC)S(=O)(=O)c1cccc(C(=O)Nc2ccc(C#N)cc2)c1	/
0.37	1.7	Nn1c(-c2ccccc2Cl)nnc1-c1ccccc1Cl	62
-2.4	-2	Fc1ccc(-c2cc3nc(-c4ccccc4)cc(N4CCN(CCN5CCOCC5)CC4)n3n2)cc1	-9
-0.8	-1	COc1ccc(C(=O)Oc2cc(/C=N/NC(N)=S)ccc2OC)cc1	/
0.05	-0.26	CCOC(=O)n1c(SCC(N)=O)nc2ccccc21	-21
-0.54	-1.1	CSc1ccc(/C=C(\C#N)C(=O)NC2CCCCC2)cc1	31
1	0.85	COc1ccccc1NC(=S)N1CCN(c2ccccn2)CC1	50
-0.09	-0.6	CCN1CCN(C(=O)c2nn(-c3ccc(C)cc3)c(=O)c3c2c2ccccc2n3C)CC1	-7
0.64	0.73	CCN(CC)C(=O)CN(c1cc(Cl)ccc1OC)S(C)(=O)=O	-25
0.03	-0.11	N#C/C(=C\c1ccc(-c2ccc(S(=O)(=O)N3CCOCC3)cc2)o1)C(=O)NC1CC1	62*
-1.4	-1.3	COC(=O)c1cc2ccsc2n1Cc1nc(-c2ccc(OC)cc2)oc1C	-22
-0.56	0.08	CNc1ccc(Br)cc(C(=O)/C=C/c2ccc(OC)cc2)c1=O	14
-0.87	0.01	Cc1nnc(NC(=O)c2ccc(Br)cc2)s1	-24
/	/	O=C(Cn1ncc(Cl)c(Cl)c1=O)N1CCc2ccccc21	-431
-0.95	-0.58	CCOC(=O)c1ccccc1N/C=C/C(=O)c1cccs1	-69
/	/	O=C(COC(=O)c1ccc2ccccc2n1)c1ccc(F)cc1	-57
/	/	Cc1nn2c(CN(C(=O)c3ccco3)c3ccccc3)nnc2c2ccccc12	-24
-0.12	-0.47	O=C(Nc1cccc(S(=O)(=O)NCc2ccco2)c1)c1cc(-c2ccccc2)nc2ccccc12	14
/	/	CC1=NN(c2ccc(S(=O)(=O)O)cc2Cl)C(=O)C1	50
/	/	C/C(=C\c1ccccc1)C(=O)c1c(C)cc(C)[nH]c1=O	-45
2.7	3.7	Cc1ccn(CC(=O)O)c(=O)c1	/
1	0.83	CSc1nnc2c(n1)OC(c1cn(C)c3ccccc13)N(C(C)=O)c1ccccc1-2 (stereo unspecified)	29
-0.28	-0.43	COC(=O)c1c(C)[nH]c(C(=O)/C=C/c2ccc(Cl)cc2)c1C	29

# Not a retest: an excerpt of the list.
sdo1 growth	sdo1 growth Rescue 24 h	smiles	Insulin prom inh
-0.87	0.01	Cc1nnc(NC(=O)c2ccc(Br)cc2)s1	-24
/	/	O=C(Cn1ncc(Cl)c(Cl)c1=O)N1CCc2ccccc21	-431
